Mtb BioA inh: BioA (M. tuberculosis) enzyme inhibition. purified M. tuberculosis BioA enzyme, plate reader. inhibition, % at 9.99 µM. actives 0.096% (n = 360,000). AID 602481; in the data active = inhibition above about 40%
An asterisk follows results filed as active. The list is partial; rates above refer to the full screens.

SMILES | Mtb BioA inh
Cc1noc(C)c1NC(=O)N(C)C[C@H]1Oc2ccc(NS(=O)(=O)c3cn(C)cn3)cc2CC(=O)N([C@@H](C)CO)C[C@H]1C | -3.4
C[C@H]1CN([C@@H](C)CO)C(=O)c2cccc(NS(C)(=O)=O)c2O[C@H]1CN(C)S(=O)(=O)c1cn(C)cn1 | -3.5
COc1ccccc1C#Cc1ccc([C@@H]2[C@@H](C#N)N(C(=O)C3CCCCC3)[C@H]2CO)cc1 | -1.9
Cc1ccc(S(=O)(=O)N(C)C[C@@H]2Oc3ncc(Br)cc3C(=O)N([C@@H](C)CO)C[C@H]2C)cc1 | -2.5
O=C(N[C@H]1CC[C@@H](CC(=O)N2CCCCC2)O[C@H]1CO)c1ccccn1 | -3.4
C[C@H](CO)N1C[C@H](C)[C@@H](CN(C)Cc2cccc(C(=O)O)c2)Oc2ncc(C#C[C@@H](C)O)cc2C1=O | -3.2
Cc1ccc(S(=O)(=O)Nc2ccc3c(c2)C(=O)N([C@H](C)CO)C[C@H](C)[C@@H](CN(C)C(=O)Nc2ccc4c(c2)OCO4)OCCCC[C@@H](C)O3)cc1 | -0.2
COc1ccc(NC(=O)Nc2cccc3c2O[C@H](CN(C)Cc2ccc(C(F)(F)F)cc2)[C@H](C)CN([C@H](C)CO)C3=O)cc1 | 0.5
CCN1[C@@H]2c3ccc(-c4ccccc4OC)c(=O)n3C[C@H]1[C@H](CO)[C@H]2C(=O)N[C@H](C)c1ccccc1 | -1.1
Cc1ccccc1-c1ccc([C@@H]2[C@H](CO)N3CCCCN(CC4CC4)C[C@@H]23)cc1 | -0.4
CO[C@@H]1CN(C)C(=O)c2cc(NC(C)=O)ccc2OC[C@@H](C)N(C(=O)C2CCOCC2)C[C@@H]1C | -1.5
Cc1ccccc1-c1ccc([C@@H]2[C@@H](CO)N3CCCCN(CC4CC4)C[C@H]23)cc1 | -0.6
O=C(C[C@H]1C=C[C@@H](NS(=O)(=O)c2ccc(F)cc2)[C@H](CO)O1)NCCc1ccncc1 | 0.2
CC(=O)N1CCCCN2[C@@H](CO)[C@H](c3ccc(-c4ccc(C)cc4)cc3)[C@@H]2C1 | -3.0
C[C@H](NC(=O)C[C@H]1CC[C@@H](NC(=O)C2CCC2)[C@@H](CO)O1)c1ccccc1 | -1.8
CCS(=O)(=O)Nc1ccc2c(c1)C(=O)N(C)[C@@H]1CC[C@@H](CC(=O)N3CCCCC3)O[C@@H]1CO2 | -1.1
CC(C)NC(=O)Nc1ccc2c(c1)C(=O)N([C@H](C)CO)C[C@H](C)[C@H](CN(C)S(=O)(=O)c1ccc(F)cc1)OCCCC[C@H](C)O2 | 0.6
C[C@@H]1CN([C@@H](C)CO)C(=O)c2cccc(NS(=O)(=O)c3cn(C)cn3)c2O[C@@H]1CN(C)C(=O)Nc1ccc(F)cc1 | 0.8
CO[C@H]1CN(C)C(=O)c2ccc(NS(=O)(=O)CC(F)(F)F)cc2OC[C@H](C)N(C(=O)c2ccc3c(c2)OCO3)C[C@H]1C | -1.1
COC(=O)[C@H]1[C@H](CO)[C@H]2Cn3c(ccc(/C=C/c4ccccc4)c3=O)[C@@H]1N2Cc1ccccc1F | 6.2
C[C@H](NC(=O)C[C@H]1CC[C@@H](NC(=O)CN2CCOCC2)[C@H](CO)O1)c1ccccc1 | -3.2
C[C@@H]1CCCCO[C@@H](CN(C)CC2CCCCC2)[C@@H](C)CN([C@@H](C)CO)C(=O)c2cc(NC(=O)Nc3ccc(F)cc3)ccc2O1 | -0.7
COc1cccc(NC(=O)N2[C@@H](CO)[C@H](c3ccccc3)[C@@H]2CNC(C)C)c1 | 0.8
CO[C@H]1CN(C)C(=O)c2ccc(NC(=O)c3ccccc3F)cc2OC[C@@H](C)N(CC2CC2)C[C@H]1C | 0.3
C[C@H](CO)N1C[C@H](C)[C@H](CN(C)Cc2ccccc2)Oc2ccc(NC(=O)NC3CCCCC3)cc2CC1=O | 1.4
O=C(C[C@H]1CC[C@@H](NC(=O)c2cnccn2)[C@H](CO)O1)NCc1ccccc1F | 2.9
Cc1noc(C)c1S(=O)(=O)N(C)C[C@@H]1OCCCC[C@@H](C)Oc2ccc(NC(=O)c3ccccc3)cc2C(=O)N([C@@H](C)CO)C[C@H]1C | -0.1
Cc1cc(C(=O)Nc2cccc3c2O[C@@H](CN(C)Cc2ccccc2)[C@H](C)CN([C@H](C)CO)C3=O)n(C)n1 | -0.9
COc1ccc(NC(=O)N(C)C[C@@H]2OCCCC[C@@H](C)Oc3ccc(NC(=O)Nc4ccc(C(F)(F)F)cc4)cc3C(=O)N([C@H](C)CO)C[C@@H]2C)cc1 | -2.4
C[C@H](CO)N1C[C@H](C)[C@H](CN(C)C(=O)Nc2ccc3c(c2)OCO3)Oc2ccc(NC(=O)CCN3CCOCC3)cc2CC1=O | -2.2
O=C(CCN1CCCCC1)N[C@H]1CC[C@H](CCNS(=O)(=O)c2ccc(F)cc2)O[C@H]1CO | 1.3
C[C@@H]1CN([C@H](C)CO)C(=O)c2cc(NC(=O)c3ccncc3)ccc2O[C@H]1CN(C)C | -1.7
CCCN(C)C[C@@H]1Oc2cc(C#CC3CCCCC3)ccc2S(=O)(=O)N([C@@H](C)CO)C[C@@H]1C | -1.8
C[C@H](CO)N1C[C@H](C)[C@H](CN(C)Cc2ccccc2)Oc2c(NC(=O)C3CCOCC3)cccc2C1=O | -0.8
Cc1noc(C)c1NC(=O)N(C)C[C@H]1Oc2c(NS(C)(=O)=O)cccc2C(=O)N([C@@H](C)CO)C[C@@H]1C | -6.5
C[C@@H]1CN([C@H](C)CO)S(=O)(=O)c2ccc(C#CC3CCCC3)cc2O[C@@H]1CN(C)C(=O)Cc1ccccc1 | 3.6

Part of the list above in order of count of non-hydrogen atoms, descending:
SMILES | Mtb BioA inh
COc1ccc(NC(=O)N(C)C[C@@H]2OCCCC[C@@H](C)Oc3ccc(NC(=O)Nc4ccc(C(F)(F)F)cc4)cc3C(=O)N([C@H](C)CO)C[C@@H]2C)cc1 | -2.4
Cc1noc(C)c1S(=O)(=O)N(C)C[C@@H]1OCCCC[C@@H](C)Oc2ccc(NC(=O)c3ccccc3)cc2C(=O)N([C@@H](C)CO)C[C@H]1C | -0.1
C[C@H](CO)N1C[C@H](C)[C@H](CN(C)C(=O)Nc2ccc3c(c2)OCO3)Oc2ccc(NC(=O)CCN3CCOCC3)cc2CC1=O | -2.2
C[C@@H]1CN([C@H](C)CO)S(=O)(=O)c2ccc(C#CC3CCCC3)cc2O[C@@H]1CN(C)C(=O)Cc1ccccc1 | 3.6
C[C@H](CO)N1C[C@H](C)[C@H](CN(C)Cc2ccccc2)Oc2c(NC(=O)C3CCOCC3)cccc2C1=O | -0.8
CCCN(C)C[C@@H]1Oc2cc(C#CC3CCCCC3)ccc2S(=O)(=O)N([C@@H](C)CO)C[C@@H]1C | -1.8
C[C@@H]1CN([C@H](C)CO)C(=O)c2cc(NC(=O)c3ccncc3)ccc2O[C@H]1CN(C)C | -1.7

Further structures:
SMILES | Mtb BioA inh
COc1ccc(NC(=O)N(C)C[C@H]2OCCCC[C@@H](C)Oc3ccc(NS(=O)(=O)c4ccc(C)cc4)cc3C(=O)N([C@H](C)CO)C[C@@H]2C)cc1 | -0.6
CC(C)C#Cc1cnc2c(c1)C(=O)N([C@@H](C)CO)C[C@@H](C)[C@@H](CN(C)C(=O)Nc1ccccc1F)O2 | 0.3
COc1ccc(NC(=O)Nc2cccc3c2O[C@H](CN(C)Cc2ccc(Cl)c(Cl)c2)[C@@H](C)CN([C@@H](C)CO)C3=O)cc1 | 1.2
COc1ccc(S(=O)(=O)N(C)C[C@@H]2Oc3ccc(NC(=O)CCC(F)(F)F)cc3C(=O)N([C@H](C)CO)C[C@H]2C)cc1 | 2.1
COc1ccccc1C#Cc1ccc2c(c1)O[C@@H](CN(C)Cc1ccncc1)[C@@H](C)CN([C@@H](C)CO)S2(=O)=O | -2.5
O=C(C[C@@H]1CC[C@H]2[C@@H](COC[C@@H](O)CN2CC2CCCCC2)O1)NCc1ccc(Cl)cc1 | 3.9
CN(C)CC(=O)Nc1ccc2c(c1)[C@H]1C[C@H](CC(=O)NCc3ccncc3)O[C@H](CO)[C@H]1O2 | 0.6
C[C@H]1CN([C@@H](C)CO)C(=O)c2cccc(NC(=O)C3CCOCC3)c2O[C@@H]1CN(C)Cc1ccc(Cl)c(Cl)c1 | 1.6
CCCN(C)C[C@H]1Oc2cc(C#Cc3ccccc3OC)ccc2S(=O)(=O)N([C@H](C)CO)C[C@H]1C | 0.2
O=C(C[C@@H]1CC[C@@H]2[C@H](COC[C@H](O)CN2CCC(F)(F)F)O1)NCc1ccc(Oc2ccccc2)cc1 | -0.3
CCC(=O)N1C[C@@H](C)[C@H](OC)CN(C)C(=O)c2ccc(NC(=O)c3ccccc3)cc2OC[C@H]1C | -1.2
C[C@H](CO)N1C[C@H](C)[C@H](CN(C)C(=O)Nc2cccc3ccccc23)Oc2ccc(NC(=O)c3ccncc3)cc2CC1=O | -1.1
O=C(Cc1cccnc1)N[C@H]1CC[C@@H](CCNS(=O)(=O)c2ccccc2Cl)O[C@H]1CO | -5.7
C[C@@H](NC(=O)C[C@H]1C[C@H]2c3cc(NC(=O)Nc4ccccc4F)ccc3O[C@H]2[C@@H](CO)O1)c1ccccc1 | -0.8
CC=Cc1ccc2n(c1=O)C[C@H]1[C@H](CO)[C@@H](C(=O)NCCOC)[C@@H]2N1Cc1nccs1 (mixture of isomers) | 3.0
COc1ccc(S(=O)(=O)Nc2cccc3c2O[C@H](CN(C)Cc2ccc(C(=O)Nc4ccccc4N)cc2)[C@@H](C)CN([C@H](C)CO)C3=O)cc1 | -1.1
C[C@@H]1CN([C@@H](C)CO)C(=O)c2cc(NC(=O)C3CCCCC3)ccc2O[C@@H](C)CCCCO[C@@H]1CN(C)Cc1ccc(C(=O)O)cc1 | -1.6
O=S(=O)(c1ccc(F)cc1)N1CCCCN2[C@@H](CO)[C@H](c3ccc(C#CC4CC4)cc3)[C@@H]2C1 | -1.3
C[C@H](CO)N1C[C@H](C)[C@H](CN(C)Cc2cccnc2)Oc2cc(-c3cccnc3)ccc2S1(=O)=O | 11.5
C[C@@H]1CN([C@@H](C)CO)C(=O)c2cccc(NS(=O)(=O)c3ccccc3)c2O[C@H]1CN(C)CC1CC1 | -1.3
Cc1ccc(S(=O)(=O)N(C)C[C@@H]2OCc3ccccc3-c3c(n(C)c4ccccc34)C(=O)N([C@@H](C)CO)C[C@@H]2C)cc1 | 0.6
C[C@@H]1CN([C@H](C)CO)C(=O)c2cc(C#Cc3ccccc3F)cnc2O[C@H]1CN(C)S(=O)(=O)c1ccccc1 | -0.8
O=C(Nc1ccc(C(F)(F)F)cc1)N[C@@H]1C=C[C@H](CC(=O)N2CCCCC2)O[C@H]1CO | -1.5
CC(C)NC(=O)Nc1cccc2c1O[C@@H](CN(C)C(=O)Nc1ccc(C(F)(F)F)cc1)[C@H](C)CN([C@H](C)CO)C2=O | -0.7
C[C@H](CO)N1C[C@H](C)[C@H](CN(C)Cc2ccc(Oc3ccccc3)cc2)Oc2c(NC(=O)Nc3ccc(C(F)(F)F)cc3)cccc2C1=O | -2.6
O=C(C[C@@H]1C=C[C@H](NC(=O)CN2CCOCC2)[C@H](CO)O1)NCc1cccc(F)c1 | -3.2
C[C@@H]1CCCCO[C@@H](CN(C)S(C)(=O)=O)[C@@H](C)CN([C@@H](C)CO)C(=O)c2cc(NC(=O)c3ccccc3)ccc2O1 | -2.3
CO[C@H]1CN(C)C(=O)c2cccc(C#N)c2OC[C@H]2O[C@@H](CC[C@H]2OC)CCN(C)C(=O)[C@@H]1C | -0.5
CS(=O)(=O)Nc1ccc2c(c1)[C@H]1C[C@H](CC(=O)NC3CCCC3)O[C@@H](CO)[C@H]1O2 | -1.2
Cc1noc(C)c1NC(=O)Nc1ccc2c(c1)C(=O)N([C@H](C)CO)C[C@@H](C)[C@H](CN(C)S(=O)(=O)c1ccc(Cl)cc1)O2 | 2.9
CO[C@H](CN(C)S(=O)(=O)c1cn(C)cn1)[C@@H](C)CN(C(=O)Nc1ccc(F)cc1)[C@H](C)CO | -1.5
CC(C)NC(=O)N(C)C[C@@H]1Oc2ccc(NS(=O)(=O)c3ccc(F)cc3)cc2CC(=O)N([C@@H](C)CO)C[C@H]1C | -1.1
C[C@@H]1CN([C@@H](C)CO)S(=O)(=O)c2ccc(-c3cccnc3)cc2O[C@H]1CN(C)Cc1cncnc1 | 0.7
C[C@@H]1CCCCO[C@H](CN(C)C(=O)C2CCCCC2)[C@H](C)CN([C@@H](C)CO)C(=O)c2cc(NS(=O)(=O)c3cn(C)cn3)ccc2O1 | 0.8
O=C(Nc1ccccc1)N1CCCCN2[C@H](CO)[C@@H](c3ccc(C4=CCCCC4)cc3)[C@H]2C1 | 4.3
COc1ccccc1C#Cc1ccc([C@H]2[C@H]3CN(C(=O)C4CCC4)CCCCN3[C@H]2CO)cc1 | 1.5
O=C(Cc1ccccn1)N[C@@H]1CC[C@@H](CCn2cc(-c3cccnc3)nn2)O[C@@H]1CO | 5.5
N#C[C@H]1N[C@@H](CO)[C@H]1c1ccc(C#CC2CCCCC2)cc1 | 1.7
COc1ccc(S(=O)(=O)Nc2ccc3c(c2)[C@H]2C[C@H](CC(=O)O)O[C@H](CO)[C@H]2O3)cc1 | -7.4
Cc1ccc(S(=O)(=O)N(C)C[C@H]2Oc3cc(-c4cccc(F)c4)ccc3S(=O)(=O)N([C@@H](C)CO)C[C@@H]2C)cc1 | 1.5
C[C@@H]1CCCCO[C@H](CN(C)S(=O)(=O)c2ccc(Cl)cc2)[C@H](C)CN([C@@H](C)CO)C(=O)c2cc(NC(=O)c3ccncc3)ccc2O1 | 0.2
C[C@H](CO)N1C[C@H](C)[C@H](CN(C)S(=O)(=O)c2ccc(F)cc2)OCCCC[C@H](C)Oc2ccc(NS(=O)(=O)c3cn(C)cn3)cc2C1=O | 1.6

Already shown: entries from further up.
SMILES | Mtb BioA inh
Cc1ccc(S(=O)(=O)N(C)C[C@H]2Oc3cc(-c4cccc(F)c4)ccc3S(=O)(=O)N([C@@H](C)CO)C[C@@H]2C)cc1 | 1.5
C[C@@H]1CCCCO[C@H](CN(C)S(=O)(=O)c2ccc(Cl)cc2)[C@H](C)CN([C@@H](C)CO)C(=O)c2cc(NC(=O)c3ccncc3)ccc2O1 | 0.2

Screening results as filed in PubChem.
